Source: PubChem BioAssay (several laboratories)
Ecoli WT expand: growth inhibitors of wild-type E. coli, primary screen, strain BW25113, expanded library, OD600. AID 710, 2007. OD600 absorbance. 98,000 compounds, 0.15% hits. growth inhibition, % at 100 µM;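 active = growth inhibition above about 50% at one test dose, limit read from the data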;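 also: growth measured after 20 h incubation at 37 °C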
PostGolgi yeast: phenotypic screen on post-Golgi transport, primary screen; post-Golgi transport phenotypic cell assay; inhibition, % at 10 µM; 98,000 compounds, 0.9% hits;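 also: yeast cells grown in 1536-well plates; yeast grown about 18 h at 30C before absorbance read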
hDAT+cocaine: changed hDAT dopamine uptake under cocaine IC80, either direction, primary screen, cocaine antagonist project, cell-based, LLC-PK1 hDAT, [14C]-dopamine uptake, MLSMR; LLC-PK1 hDAT cells, [14C]-dopamine uptake with cocaine IC80; actives deviate in either direction; B-score at 10 µM; 110,000 compounds, 1.3% hits; AID 449768, 2010;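 active = Z score or B-score, a plate-position-corrected score, falls beyond the plate's 99.7% confidence bounds, in either direction; inactive = both scores lie inside the 99.7% bounds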;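 also: scored against the spread of the other compound wells on the same plate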
Target sequence (Q01959 whole entry, looked up): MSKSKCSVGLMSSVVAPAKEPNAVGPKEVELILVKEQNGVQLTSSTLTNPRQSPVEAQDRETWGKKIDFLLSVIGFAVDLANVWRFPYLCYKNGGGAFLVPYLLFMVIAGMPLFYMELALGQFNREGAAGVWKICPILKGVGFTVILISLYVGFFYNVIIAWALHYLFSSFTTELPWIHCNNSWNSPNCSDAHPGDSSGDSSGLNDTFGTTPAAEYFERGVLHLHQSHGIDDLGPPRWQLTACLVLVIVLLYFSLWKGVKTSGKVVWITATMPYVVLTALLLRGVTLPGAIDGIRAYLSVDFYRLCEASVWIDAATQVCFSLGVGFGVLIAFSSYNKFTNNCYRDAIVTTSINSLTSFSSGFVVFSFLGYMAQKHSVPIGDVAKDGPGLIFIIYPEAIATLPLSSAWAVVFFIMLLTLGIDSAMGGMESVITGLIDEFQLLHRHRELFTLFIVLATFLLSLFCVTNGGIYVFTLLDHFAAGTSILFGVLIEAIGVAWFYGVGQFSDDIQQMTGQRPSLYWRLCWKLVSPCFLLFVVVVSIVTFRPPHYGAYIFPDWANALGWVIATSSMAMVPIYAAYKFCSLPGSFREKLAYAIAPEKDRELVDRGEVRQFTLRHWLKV
PostGolgi ctrl: growth inhibition of yeast control strain, primary screen, counter-screen for post-Golgi transport modulator project | 98,000 compounds, 5% hits | inhibition, % at 10 µM | efflux-deficient yeast background strain, growth absorbance A615, 16 h | AID 738, 2007
PTPN22 act: LYP phosphatase activators, primary screen, biochemical, DiFMUP fluorescence, 2 µM. recombinant LYP; 0 = plate median, 100 = signal doubled. Tyrosine-protein phosphatase non-receptor type 22 (Homo sapiens), Q9Y2R2. activation, % at 2 µM. 96,000 compounds, 0.11% hits;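 active = activation at 2 µM above a set limit, the mean plus 5 SD, cut at about 37% in these data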
CYP2C9 inhib: blockers of cytochrome P450 2C9 activity – biochemical, luminescence, ADME assay, primary screen; P11712; CYP2C9 Supersomes, luciferin-H conversion; inhibition, % at 5 µM; 96,000 compounds, 20% hits;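 active = blocking of liver enzyme CYP2C9 beyond about 50% at 5 µM, limit read from the data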; also: values of inactives mirror those of a sister screen read the other way
Target sequence (P11712 whole entry, looked up): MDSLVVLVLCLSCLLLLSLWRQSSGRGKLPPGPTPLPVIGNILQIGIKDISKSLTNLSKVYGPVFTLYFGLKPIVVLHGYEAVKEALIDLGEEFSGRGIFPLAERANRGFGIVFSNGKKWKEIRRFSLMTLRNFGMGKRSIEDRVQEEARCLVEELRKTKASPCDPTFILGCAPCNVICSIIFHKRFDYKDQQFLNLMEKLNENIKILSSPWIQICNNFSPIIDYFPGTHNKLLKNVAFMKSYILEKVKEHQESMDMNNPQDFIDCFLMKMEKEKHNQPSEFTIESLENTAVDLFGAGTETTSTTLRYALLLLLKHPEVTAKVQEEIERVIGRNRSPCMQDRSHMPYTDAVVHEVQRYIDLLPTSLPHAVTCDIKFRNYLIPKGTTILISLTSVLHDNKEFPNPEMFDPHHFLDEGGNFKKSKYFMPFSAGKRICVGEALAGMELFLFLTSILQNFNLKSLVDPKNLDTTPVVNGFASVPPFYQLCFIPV
CYP2C9 activ: human CYP2C9 activators, primary screen, biochemical, luminescence; Cytochrome P450 2C9 (Homo sapiens), P11712; recombinant CYP2C9, luciferin-H conversion; active compounds read high; factor 1 = untreated enzyme, 0 = blocked; activation factor at 5 µM; 96,000 compounds, 1.4% hits; AID 1024, 2008;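 active = activation factor of 2 or more for CYP2C9 at a 5 µM dose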;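 also: 0 = sulfaphenazole-blocked wells and 1 = vehicle-only wells; values of inactives mirror those of a sister screen read the other way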
PTK2B oligo ant: antagonists of Pyk2 self-association, primary screen, Q293 cells, FERM NanoBiT luminescence, HTS | Protein-tyrosine kinase 2-beta (Homo sapiens), Q14289 | active compounds read low | z-score (the deposit names both 25 µM and 10 µM) | 99,000 compounds, 0.83% hits | AID 1347419, 2020;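 active = Z-score of -3 or lower, scaled per plate to the spread of control and sample wells; inactive = z-score above -3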;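 also: negative z-score means lost luminescence so less FERM oligomerization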
LYP inh 2: PTPN22 phosphatase inhibitors, primary screen, biochemical, DiFMUP fluorescence, 2 µM. Tyrosine-protein phosphatase non-receptor type 22 (Homo sapiens), Q9Y2R2. recombinant LYP catalytic domain. inhibition, % at 2 µM. 96,000 compounds, 0.21% hits. AID 640, 2007;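 active = inhibition at 2 µM at or above a set limit, the screen mean plus 3 SD, cut at about 24% in these data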;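 also: 0% = DMSO with enzyme and 100% = enzyme fully blocked by orthovanadate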
The depositor's hits bear a star; · = no result given. Rule as the data show it, unless noted: active = inhibition above about 30%; inactive = the rest.

SMILES | Ecoli WT expand | PostGolgi yeast | hDAT+cocaine | PostGolgi ctrl | PTPN22 act | CYP2C9 inhib | CYP2C9 activ | PTK2B oligo ant | LYP inh 2
C=CCNC(=O)c1snnc1-c1ccccc1 | 10.0 | -9.7 | -0.042 | 2.1 | 13.8 | 13.6 | 0.9 | 1.2 | -12.9
COC(=O)c1ccc(NC(=O)CN2CCOCC2)cc1 | 34.0 | -7.2 | 0.451 | -3.7 | -1.6 | 4.3 | 1 | 0.92 | 2.8
COc1ccc(C(C(=O)NCc2ccccc2)N(Cc2cccs2)C(=O)c2cnccn2)cc1 (centres undefined) | -9.0 | -4.4 | 0.719 | 7.0 | 4.3 | 34.0 | 0.7 | -2.21 | 0.9
Cc1cc(C)c2c(N)c(C(=O)NCC3CCCCC3)sc2n1 | 2.0 | 2.6 | -0.769 | 7.4 | 10.0 | 26.5 | 0.7 | -0.34 | -8.8
Cn1cnnc1SCC(=O)Nc1ccccc1C(=O)NC1CC1 | 0.0 | 16.0 | -1.1 | -8.6 | 7.4 | -39.5 | 1.4 | 2.56 | -7.8
COc1nc(NCCc2ccc(OC)c(OC)c2)nc(OC)n1 | 1.0 | 2.0 | 0.685 | 6.7 | 0.5 | 19.4 | 0.8 | 0.28 | -2.7
Cc1ccc(OCCC(=O)OCC(=O)Nc2ccc(Cl)cn2)cc1 | -2.0 | -5.7 | 0.125 | -5.0 | · | 16.5 | 0.8 | 1.32 | ·
COC(=O)C1C(=O)CC(C)(O)C(C(=O)OC)C1c1ccc2c(c1)OCO2 (centres undefined) | 6.0 | 8.4 | -0.523 | -3.1 | 3.9 | 5.1 | 0.9 | 0.61 | -7.5
O=S(=O)(NC1c2cccc3cccc(c23)C1N1CCN(CCO)CC1)c1ccccc1 (centres undefined) | -2.0 | -6.3 | 0.78 | 8.3 | 5.3 | 24.4 | 0.8 | 0.36 | -7.2
Cc1ccccc1NC(=O)c1c(F)c(F)c(F)c(F)c1F | 8.0 | -2.6 | -1.19 | -8.6 | 3.6 | -4.2 | 1 | -0.06 | -4.4
CCOC(=O)C1=C(c2ccccc2)N=c2s/c(=C\c3cccc(O)c3)c(=O)n2C1c1cccs1 (centres undefined) | -12.0 | 5.3 | · | 20.2 | 2.4 | · | · | 0.08 | 0.2
Cc1nn(Cc2c(F)c(F)c(F)c(F)c2F)c(C)c1NC(=O)c1c([N+](=O)[O-])cnn1C | -5.0 | 15.0 | 0.104 | 2.3 | -10.3 | 1.9 | 1 | 0.11 | 12.9
CCCCOc1ccc(C2CC(=O)NC2=O)cc1 (centres undefined) | 8.0 | 11.0 | 0.495 | 0.0 | -1.2 | 2.0 | 1 | -0.03 | -0.1
Cc1cc(=O)oc2cc(OCC3CC(c4ccc(N(C)C)cc4)=NO3)ccc12 (centres undefined) | -6.0 | 14.7 | -0.794 | -3.8 | -2.7 | 14.6 | 0.9 | 0.07 | 0.0
CC(C)n1c(SCC(=O)Nc2ccc3c(c2)OCO3)nc2c1c(=O)n(C)c(=O)n2C | -10.0 | 21.6 | -0.166 | 9.6 | 3.7 | 55.2* | 0.4 | 0.79 | -6.1
COC(=O)c1cccc(N(C(=O)c2ccco2)C(C(=O)NC2CCCC2)c2ccco2)c1 (centres undefined) | · | · | 1.13 | · | 6.5 | · | · | 0.71 | -12.3
CCCc1cc(=O)[nH]c(SCC(=O)c2cc(C)n(C(C)COC)c2C)n1 (centres undefined) | -4.0 | -2.9 | 0.0176 | 48.6* | 2.9 | · | · | -0.23 | -4.5
CCOC(=O)N1CCN(S(=O)(=O)c2ccc(OCC)c3ccccc23)CC1 | -13.0 | -18.6 | 0.439 | 18.9 | -10.2 | -31.6 | 1.3 | -1.62 | 9.2
Cc1cccc(-n2cnc(C(=O)N/N=C/c3ccccc3)c2)n1 | 6.0 | -6.7 | -0.478 | 6.1 | -5.5 | 9.2 | 0.9 | 0.15 | 6.3
CC(=O)Nc1sc(C)c(C)c1C(=O)OC1CCOC1=O (centres undefined) | 4.0 | -8.4 | -0.664 | 6.8 | 2.0 | 77.2* | 0.2 | 0.12 | -4.6
CCCc1nc(SCC(=O)c2ccccc2)c2c(=O)n(C)c(=O)n(C)c2n1 | -1.0 | -6.0 | -0.522 | 19.4 | -4.2 | 86.0* | 0.1 | · | 1.3
C1CCC(n2nnnc2CN2CCN(C3CCCC3)CC2)CC1 | 4.0 | 12.8 | 0.0687 | 2.4 | 1.9 | 18.3 | 0.8 | 0.04 | -3.0
O=C(COC(=O)CCC1CCCCC1)Nc1ccc(OC(F)F)cc1 | 3.0 | -12.4 | 0.717 | 1.3 | 3.1 | -10.7 | 1.1 | 0.74 | -1.2
Cc1cc(NC(=O)CSc2nc(-c3cccnc3)ccc2C#N)no1 | -2.0 | 5.1 | -0.885 | 3.5 | 0.9 | 48.2 | 0.5 | -0.25 | -3.6
COc1ccc(C)cc1NC(=O)CN1C(=O)c2ccccc2S1(=O)=O | -7.0 | 6.2 | 0.33 | 0.0 | -2.4 | -11.4 | 1.1 | · | 0.9

Reprinted at random: 2 entries already listed
SMILES | Ecoli WT expand | PostGolgi yeast | hDAT+cocaine | PostGolgi ctrl | PTPN22 act | CYP2C9 inhib | CYP2C9 activ | PTK2B oligo ant | LYP inh 2
O=S(=O)(NC1c2cccc3cccc(c23)C1N1CCN(CCO)CC1)c1ccccc1 (centres undefined) | -2.0 | -6.3 | 0.78 | 8.3 | 5.3 | 24.4 | 0.8 | 0.36 | -7.2
COc1ccc(C(C(=O)NCc2ccccc2)N(Cc2cccs2)C(=O)c2cnccn2)cc1 (centres undefined) | -9.0 | -4.4 | 0.719 | 7.0 | 4.3 | 34.0 | 0.7 | -2.21 | 0.9

(next part)
SMILES | Ecoli WT expand | PostGolgi yeast | hDAT+cocaine | PostGolgi ctrl | PTPN22 act | CYP2C9 inhib | CYP2C9 activ | PTK2B oligo ant | LYP inh 2
N#Cc1nc(COc2ccccc2F)oc1NCCc1ccccc1 | 7.0 | -5.5 | · | 22.7 | -6.5 | 88.0* | 0.1 | -1.44 | 6.3
Cc1ccc(Cn2c(=S)[nH]c3ccc(N4CCOCC4)cc3c2=O)o1 | 2.0 | 4.7 | -0.86 | -7.7 | · | 46.4 | 0.5 | -0.27 | ·
COc1ccc(-c2cc(C(=O)N3CCN(Cc4ccccc4)CC3)no2)cc1OC | -13.0 | -2.3 | 1.28 | 17.4 | · | 24.8 | 0.8 | -1.11 | ·
CCCn1c(NC(=O)c2ccc(C)cc2)nc2ccccc21 | -7.0 | -7.8 | -0.183 | 0.0 | -8.7 | -7.5 | 1.1 | -0.41 | 6.0
Cc1ccc(/C=N/NC(=O)c2c[nH]c3ccccc23)o1 | 2.0 | -2.6 | 0.299 | 5.2 | 2.1 | 34.1 | 0.7 | 0.23 | 0.2
CC(C)C[C@@H]1NC(=O)N(CCN2CCOCC2)C1=O | 1.0 | 4.6 | -0.207 | -6.2 | 3.9 | -6.6 | 1.1 | 0.42 | -3.8
Cc1nn(-c2ccccc2)c(Cl)c1C(=O)NCC(=O)O | 0.0 | 0.8 | 0.0176 | 3.7 | 2.7 | -13.0 | 1.1 | -0.32 | -3.1
COc1ccc(CCN2C(=O)CC(Sc3ncccc3C(=O)O)C2=O)cc1OC (centres undefined) | 6.0 | -5.1 | -0.0853 | -4.8 | 9.1 | -7.3 | 1.1 | -0.3 | -7.4
COc1cc(C(=O)NCc2cccc3ccccc23)ccc1OCc1ccccc1 | -19.0 | 4.2 | 1.08 | 4.3 | -9.3 | 69.4* | 0.3 | -0.47 | 12.7
COc1ccc(CCNc2nc(=O)[nH]nc2C)cc1OC | 7.0 | 0.3 | 1.11 | 4.7 | -7.6 | -37.9 | 1.4 | 0.29 | 8.2
O=C(CSc1nnc(-c2cccs2)o1)N1CCCc2ccccc21 | -3.0 | -3.7 | -0.809 | 5.3 | 21.9 | 32.5 | 0.7 | -0.75 | -23.3
COc1ccc(C/C(O)=C(\C#N)c2nc3ccccc3[nH]2)cc1OC | -10.0 | 14.3 | 0.282 | -4.6 | -4.8 | 50.5* | 0.5 | 1.67 | 1.9
O=C(NCCCN1CCCC1=O)NC1CCCCC1 | 5.0 | -1.9 | -0.54 | 1.4 | -5.1 | -23.2 | 1.2 | 0.3 | 7.3
COc1ccccc1CNC(=O)c1ccccc1NS(C)(=O)=O | 4.0 | -6.3 | -0.0587 | 6.2 | 0.8 | 74.9* | 0.3 | 0.24 | -0.2
COC(=O)C1=C(N)Oc2cc(C)n(C)c(=O)c2C1c1ccc(Cl)c(Cl)c1 (centres undefined) | -2.0 | 1.6 | -0.589 | 45.5* | -9.6 | 31.9 | 0.7 | -1.99 | 9.1
CCN1CCN(c2nc3c(c(=O)n(C)c(=O)n3C)n2CCSc2ncccn2)CC1 | 7.0 | -5.7 | 0.0101 | 0.6 | 7.7 | 18.4 | 0.8 | -0.16 | -4.2
COc1ccc(C(=O)NN)cc1COc1ccc(Br)cc1 | 12.0 | -1.7 | 0.705 | 4.3 | 10.1 | 50.1* | 0.5 | -0.78 | -6.6
O=C(NCC1CCCO1)C(c1ccc(F)cc1)N(Cc1ccc(F)cc1)C(=O)Cn1nnc(-c2cccs2)n1 (centres undefined) | · | · | 0.0369 | · | -2.2 | · | · | -0.18 | 1.6
Clc1ccc(COn2nnc3ccccc32)c(Cl)c1 | -1.0 | -2.0 | 0.0227 | 25.7 | 3.5 | 7.8 | 0.9 | -0.07 | -2.9
Cn1cccc1Cc1nnc(SCC(=O)NC2CCCCC2)n1CCc1ccccc1 | -4.0 | -6.2 | 0.944 | -2.6 | · | 42.3 | 0.6 | · | ·
c1cncc(-c2nc(-c3ccc4c(c3)OCO4)cs2)c1 | -4.0 | -1.9 | -0.329 | 8.3 | -0.8 | 36.7 | 0.6 | -1.58 | 1.5
c1ccc(CNCC2COc3ccccc3O2)cc1 (centres undefined) | · | · | 2.07 | · | 1.5 | · | · | 0.8 | -5.1
CCC(C)Sc1nc(O)c(Cc2ccccc2)c(=O)[nH]1 (centres undefined) | -3.0 | 4.9 | 0.0128 | 3.9 | 6.2 | 23.3 | 0.8 | 0.6 | -3.8
NS(=O)(=O)c1ccc(N2N=C(c3ccc(Br)cc3)CC2c2ccc(F)cc2)cc1 (centres undefined) | -9.0 | 15.8 | 2.28 | 85.7* | -10.2 | 27.6 | 0.7 | -0.02 | 13.6
Cc1ccsc1C1C(C(=O)O)c2ccccc2C(=O)N1C (centres undefined) | 6.0 | -2.7 | -0.709 | 17.6 | 6.0 | -5.6 | 1.1 | 1.07 | -8.6
O=C(Nc1ccccc1)N(CCN1CCOCC1)Cc1ccccc1F | 0.0 | -3.4 | -0.0152 | 7.3 | 1.4 | 88.8* | 0.1 | 0.24 | -3.2
CC(=O)c1ccccc1OCCn1nnc(-c2ccc(C)cc2)n1 | · | · | 0.487 | · | -3.3 | · | · | -2.21 | 6.9
CCN1CCN(c2cc(C)c3cc(NC(=O)Cc4ccccc4OC)ccc3n2)CC1 | -3.0 | -3.5 | -0.599 | -6.2 | 1.5 | 0.4 | 1 | 0.22 | 2.0

Quoted from the listing.
Reading of COc1cc(C(=O)NCc2cccc3ccccc23)ccc1OCc1ccccc1 in CYP2C9 inhib: 69.4*
Reading of CCC(C)Sc1nc(O)c(Cc2ccccc2)c(=O)[nH]1 (centres undefined) in hDAT+cocaine: 0.0128
Reading of Cc1ccsc1C1C(C(=O)O)c2ccccc2C(=O)N1C (centres undefined) in hDAT+cocaine: -0.709
Reading of O=C(Nc1ccccc1)N(CCN1CCOCC1)Cc1ccccc1F in hDAT+cocaine: -0.0152

An unsorted share of the library; overall some 24% were active at least once.
